# T cell HTS: modulators of CD8 T cell-vesicle binding, primary screen, mouse 2C CD8+ T cells, flow cytometry | 2C CD8+ T cell-vesicle binding; active compounds read low | calls only at 7 µM | hit rate 0.068% among 330,000 | AID 2052, 2009;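 active means response, share of CD8 T cells binding vesicles, and their 90th percentile fluorescence all below set limits, cut at about 80% in these data, passing the limit was not always enough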
#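 System: murine 2C transgenic CD8+ T lymphocytes; also added: QL9-loaded Drosophila micro-vesicles; times: binding 1.5 h at 37 °C; measured by: flow cytometry, PE anti-B7-1 (FL2) versus Alexa647 anti-CD8 (FL8), PFA-fixed; control set: Peptide-free naked vesicles (low) and QL9 vesicles with 0.7% DMSO vehicle (high)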
# KOR beta-arrestin-1: KOR agonists, beta-arrestin recruitment, primary screen, cell-based, luminescence, uHTS (AID 1777); Kappa-type opioid receptor (Homo sapiens); KOR beta-arrestin recruitment, luminescence; higher % means a stronger effect; activation, % at 10 µM, or EC50 in µM where a hit was titrated; hit rate 0.02% among 280,000; in the data active means activation above about 50%, passing the limit was not always enough; further: a part of the inactive calls stands beside numbers as strong as those of hits
# Salmonella PhoP GFP: inhibitors of PhoP regulon expression, primary screen, Salmonella Typhimurium, GFP reporter (AID 1863). S. Typhimurium PhoP-regulated promoter GFP reporter, 4 h; higher % means a stronger effect. inhibition, % at 50 µM; hits with a dose series show IC50 in µM. hit rate 0.16% among 300,000;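 active means inhibition over 29.93%, a cutoff 3 SD above the screen mean, later confirmed by dose response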;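 further: 0% = low Mg2+ inducing control and 100% = high Mg2+ repressing control; strong numbers were not always called active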
# GPR55 activation: GPR55 agonists via beta-arrestin recruitment, primary screen, imaging, U2OS cells, beta-arrestin-GFP redistribution (AID 1961). U2OS GPR55 beta-arrestin-GFP redistribution imaging; higher % means a stronger effect. activation, % at 10 µM; hits with a dose series show EC50 in µM. hit rate 0.048% among 290,000;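 active means activation above 40% with more than 50 cells counted in the well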;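 further: U2OS osteosarcoma cells stably expressing GPR55 and beta-arrestin-GFP; plate controls were DMSO negative control for no effect and LPI positive control for full effect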
# GPR55 antagonists: GPR55 antagonists blocking LPI-driven arrestin recruitment, primary screen, imaging, U2OS, beta-arrestin-GFP, LPI agonist (AID 2013); hit rate 0.13% among 290,000; inhibition, % at 10 µM; hits with a dose series show IC50 in µM; G-protein coupled receptor 55 (Homo sapiens); U2OS GPR55 beta-arrestin-GFP translocation imaging, LPI antagonism; higher % means a stronger effect;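 active means spots per cell inhibited over 60%, with over 100 cells counted and total cytoplasm intensity under 500,000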;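 further: U2OS cells stably carrying GPR55 and arrestin-GFP stimulated by 5 µM LPI near EC80; imaged beta-arrestin-GFP aggregate spots per cell after agonist stimulation; plate controls were LPI-stimulated DMSO wells for no effect and DMSO wells without LPI for full effect; some results filed as inactive read as strong as hits; confirmed hits need IC50 under 10 µM and bright autofluorescent wells are also inconclusive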
# West Nile antiviral: West Nile virus antiviral activity, cell-based, CPE readout (AID 1621); West Nile virus-infected cells, CPE inhibition; higher % means a stronger effect; CPE inhibition, % at 10 µM, or IC50 in µM where a hit was titrated; hit rate 0.02% among 290,000; in the data active means a potency from the dose series; further: strong numbers were not always called active
# NTR1 ag: agonists of NTR1, primary screen, imaging, U2OS cells, beta-arrestin-GFP, high content (AID 493036); hit rate 0.17% among 330,000; NTR1-U2OS beta-arrestin-GFP spot imaging, agonist mode; Neurotensin receptor type 1 (Homo sapiens), P30989; activation, % at 20 µM;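 active means activation at or above 40% of the spot to cytoplasm intensity ratio, with at least 20 cells analyzed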;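 further: 0% = DMSO without peptide and 100% = 100 nM NTR1 peptide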
# Target sequence (P30989 whole entry, looked up): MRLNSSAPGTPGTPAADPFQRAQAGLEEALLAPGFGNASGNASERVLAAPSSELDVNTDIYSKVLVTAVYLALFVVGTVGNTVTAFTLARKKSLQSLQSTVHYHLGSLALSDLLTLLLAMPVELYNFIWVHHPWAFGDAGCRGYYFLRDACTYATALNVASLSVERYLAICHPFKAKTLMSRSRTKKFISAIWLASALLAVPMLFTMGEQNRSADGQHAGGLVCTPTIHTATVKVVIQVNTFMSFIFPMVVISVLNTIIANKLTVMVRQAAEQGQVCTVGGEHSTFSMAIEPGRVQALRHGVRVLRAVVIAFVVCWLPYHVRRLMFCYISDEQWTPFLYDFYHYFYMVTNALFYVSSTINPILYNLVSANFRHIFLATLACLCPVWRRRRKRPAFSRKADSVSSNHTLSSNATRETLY
# KOR beta-arrestin-2: KOR antagonists, beta-arrestin recruitment, cell-based, luminescence, uHTS (AID 1778). hit rate 0.091% among 290,000. Kappa-type opioid receptor (Homo sapiens). inhibition, % at 10 µM; hits with a dose series show IC50 in µM. KOR beta-arrestin recruitment, luminescence, antagonist mode; higher % means a stronger effect; in the data active means inhibition above about 50%; further: strong numbers were not always called active
# GPR35 antagonists: GPR35 antagonists blocking zaprinast-driven arrestin recruitment, primary screen, imaging, U2OS, beta-arrestin-GFP, zaprinast agonist (AID 2058). G-protein coupled receptor 35 (Homo sapiens). U2OS GPR35 beta-arrestin-GFP translocation imaging, zaprinast antagonism; higher % means a stronger effect. one-dose inhibition, % at 10 µM; IC50 in µM for titrated hits. hit rate 0.052% among 290,000;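 active means inhibition of at least 50% with at least 30 cells and total cytoplasm GFP at most 10,000,000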
# T cell HTS vesicle-bound %: second read-out of T cell HTS, no call of its own (marks repeat the call); double positive events, %; measured here: CD8+ vesicle-bound cell fraction;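 binding gate set so that unloaded-vesicle control wells show 10% double positive cells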
# NTR1 ag cell count 20 µM: also measured in NTR1 ag; calls as there; cell count; measured here: cell count, cytotoxicity flag
# * marks the source's active call; other numbers are inactive results; i = inactive; x = no result given; [ ] = dose if it differs, or a comment.
SMILES,T cell HTS,T cell HTS vesicle-bound %,KOR beta-arrestin-1,Salmonella PhoP GFP,GPR55 activation,GPR55 antagonists,West Nile antiviral,NTR1 ag,NTR1 ag cell count 20 µM,KOR beta-arrestin-2,GPR35 antagonists
COc1ccc(NC(=O)CN2CCc3ccccc3C2)c(OC)c1,i,59,1.0%,-8%,-0.2%,8%,-0.7%,0.0,54,-8%,-5%
Cc1ccc(S(=O)(=O)NCCCCCC(=O)Nc2c(C)n(C)n(-c3ccccc3)c2=O)cc1,i,6,-3.1%,13%,-0.2%,-9%,0.8%,0.9,41,4%,17%
Cc1onc(-c2ccccc2)c1C(=O)NC(C)C1CCCO1 (centres undefined),i,35,0.4%,21%,0.2%,4%,0.2%,1.7,78,18%,-6%
O=c1[nH]n2c(C(F)(F)F)cc(C3CC3)nc2c1N=Nc1ccccc1,i,38,-0.7%,-6%,0.2%,10%,1.1%,-0.7,33,-27%,4%
CC1=NN(C(=O)c2ccccc2Br)C(O)(c2cccnc2)C1 (centres undefined),i,19,6.8%,2%,0.1%,6%,0.2%,0.2,75,-42%,0%
COCC(C)NC(=O)Cc1ccc(Cl)cc1 (centres undefined),i,47,-4.1%,-6%,0.1%,2%,-0.2%,-1.0,40,8%,-10%
Cn1cc(/C(Cc2ccccc2)=N\O)c2ccccc21,i,53,-2.2%,-7%,-0.2%,3%,0.1%,-1.3,79,-11%,4%
Cc1nnc(-c2ccccc2)nc1N1CCOCC1,i,40,2.7%,8%,-0.3%,9%,-0.1%,1.2,35,25%,-6%
NC(=O)C1=C[C@H](c2csc3ccccc23)C[C@H](OCc2ccc(CO)cc2)O1,i,42,6.4%,6%,-0.2%,-14%,0.0%,6.0,89,-11%,-3%
Cc1ccccc1C(=O)NNc1ccc(-c2csnn2)cc1,i,17,-4.4%,-3%,-0.2%,8%,-0.3%,-0.1,52,1%,-11%
CC(=O)S[C@@H]1CC2=CC(=O)CC[C@]2(C)[C@H]2CC[C@@]3(C)[C@@H](CC[C@@]34CCC(=O)O4)[C@H]12,i,26,x,1%,x,x,-0.1%,4.8,56,x,x
CCC(C(=O)Nc1ccccc1F)n1nc(C)c2c(C)n(-c3ccccc3)nc2c1=O (centres undefined),i,1,-4.1%,3%,0.2%,-2%,-0.5%,-0.5,70,-11%,3%
O=C1CCC(C(=O)N(Cc2cccs2)C2(C(=O)NC3CCCCC3)CCCCC2)N1 (centres undefined),i,50,-3.1%,3%,-0.1%,-18%,0.8%,0.0,47,15%,16%
COc1cc(C(=O)N(CCN(C)C)CC2CCCN(Cc3ccccc3F)C2)ccc1C (centres undefined),i,50,5.0%,1%,0.1%,9%,2.3%,0.9,57,-58%[20 µM],-9%
Cc1ccc2c(c1)C(c1ccc(F)cc1)N(C(=O)c1ccc(S(=O)(=O)N(C)C)cc1)CC(=O)N2 (centres undefined),i,8,4.0%,-5%,-0.1%,12%,-1.3%,0.2,54,-11%,13%

# Entries from the list above that have an aryl methoxy group (2):
SMILES,T cell HTS,T cell HTS vesicle-bound %,KOR beta-arrestin-1,Salmonella PhoP GFP,GPR55 activation,GPR55 antagonists,West Nile antiviral,NTR1 ag,NTR1 ag cell count 20 µM,KOR beta-arrestin-2,GPR35 antagonists
COc1ccc(NC(=O)CN2CCc3ccccc3C2)c(OC)c1,i,59,1.0%,-8%,-0.2%,8%,-0.7%,0.0,54,-8%,-5%
COc1cc(C(=O)N(CCN(C)C)CC2CCCN(Cc3ccccc3F)C2)ccc1C (centres undefined),i,50,5.0%,1%,0.1%,9%,2.3%,0.9,57,-58%[20 µM],-9%

# Compound profiles, from the list above. Values in the order: T cell HTS	T cell HTS vesicle-bound %	KOR beta-arrestin-1	Salmonella PhoP GFP	GPR55 activation	GPR55 antagonists	West Nile antiviral	NTR1 ag	NTR1 ag cell count 20 µM	KOR beta-arrestin-2	GPR35 antagonists
# `Cc1ccccc1C(=O)NNc1ccc(-c2csnn2)cc1` as listed: i	17	-4.4%	-3%	-0.2%	8%	-0.3%	-0.1	52	1%	-11%
# `NC(=O)C1=C[C@H](c2csc3ccccc23)C[C@H](OCc2ccc(CO)cc2)O1` as listed: i	42	6.4%	6%	-0.2%	-14%	0.0%	6.0	89	-11%	-3%

# Additional compounds follow:
SMILES,T cell HTS,T cell HTS vesicle-bound %,KOR beta-arrestin-1,Salmonella PhoP GFP,GPR55 activation,GPR55 antagonists,West Nile antiviral,NTR1 ag,NTR1 ag cell count 20 µM,KOR beta-arrestin-2,GPR35 antagonists
Cc1cc(C(=O)OCC(=O)N2CCOCC2)c2ccccc2n1,i,41,1.1%,15%,-0.3%,2%,-0.2%,-3.6,96,-3%,20%
O=C(NC1CCCC1)C(Cc1ccccc1)n1cccc1 (centres undefined),i,18,1.0%,8%,-0.3%,5%,-0.2%,-0.5,76,-16%,2%
O=C(Cc1ccccc1)Nc1nc(-c2cccs2)cs1,i,39,0.7%,17%,0.0%,5%,0.0%,-1.8,9,4%,-5%
O=C(COC(=O)/C=C/c1cccc(C(F)(F)F)c1)NCc1ccccc1,i,21,-0.9%,2%,-0.4%,13%,-0.6%,-0.4,34,-32%,-8%
Cc1ccc(C)c(S(=O)(=O)NCC(=O)Nc2sc3c(c2C(N)=O)CCC(C)C3)c1 (centres undefined),i,24,-5.4%,-2%,-0.2%,-2%,0.1%,1.2,72,-66%,7%
O=C(CCCc1ccccc1)Nc1cccc([N+](=O)[O-])c1,i,24,2.6%,-6%,-0.2%,-15%,-0.4%,-0.4,43,-20%[20 µM],-12%
c1ccc(CSc2nnc(-c3ccccn3)n2-c2ccccc2)cc1,i,26,-7.4%,5%,0.0%,3%,-0.3%,2.0,51,5%,-1%
O=C(Nc1ccc2oc(-c3ccncc3)nc2c1)c1cccs1,i,17,-0.5%,3%,0.2%,-4%,0.1%,0.6,33,-13%,-14%
CSc1ccc(CN2CCC(Cc3ccccc3)CC2)cc1,i,37,-3.7%,7%,0.1%,28%,-0.2%,0.1,62,32%[20 µM],-12%
O=C(Nc1ccc(F)cc1F)c1csc(-c2ccccc2)n1,i,55,-0.5%,8%,-0.1%,10%,-0.2%,1.2,25,-28%[20 µM],4%
NC(=O)c1ccccc1OCc1nnc(-c2ccccc2Br)o1,i,32,2.0%,-7%,0.6%,1%,0.4%,0.5,43,-26%,5%
CCOC(=O)C1CN(S(=O)(=O)c2ccccc2)c2cc(S(=O)(=O)CC)ccc2O1 (centres undefined),i,29,0.3%,0%,-0.1%,15%,0.7%,2.5,73,-38%,5%
COCCC(=O)N1CCC(Oc2ccc(C(=O)NC(C)CCn3cccn3)cc2)CC1 (centres undefined),i,45,-1.5%,8%,-0.1%,-8%,-0.1%,0.4,63,-1%,7%
O=C(O)c1ccccc1C(=O)c1ccc(Oc2ccccc2)cc1,i,24,2.0%,-10%,-0.1%,0%,1.7%,2.7,73,-29%,6%
O=C(Nc1cccc(C(F)(F)F)c1)c1cc2c(=O)c3ccccc3oc2nc1C(F)(F)F,i,22,-0.4%,8%,0.4%,6%,-0.9%,8.9,98,-16%,2%
Cc1sc(NC(=O)CCCC(=O)O)c(C#N)c1C,i,45,-6.3%,-13%,-0.1%,7%,0.7%,1.1,76,11%,-1%
Cc1noc(C)c1S(=O)(=O)N1CCCC(C(=O)c2cccc(OC(C)C)c2)C1 (centres undefined),i,20,4.9%,5%,-0.3%,3%,-1.4%,1.5,44,1%,8%
CCCCn1nc2cc(C(=O)NCCCCc3ccccc3)ccc2c1OCC,x,x,0.5%,5%,0.4%,10%,-0.8%,2.4,80,22%,-3%
O=C(NCc1ccco1)C(c1ccccc1)N(CC1CCCO1)C(=O)Cn1nnc2ccccc21 (centres undefined),i,46,x,-3%,x,x,-0.3%,-1.3,76,x,x
COc1nc(Nc2cccc(C)c2)nc(N2CCCCC2)n1,i,39,-0.6%,-4%,0.0%,34%,x,15,83,-18%,15%
CCCOc1ccc(CNC(=S)N/N=C/c2ccc([N+](=O)[O-])cc2)cc1,i,31,0.8%,14%,0.0%,-2%,-0.9%,4.7,90,7%,-9%
O=C(NC(Cc1ccccc1)C(=O)O)/C(=C\c1ccc(F)cc1)NC(=O)c1ccccc1 (centres undefined),i,25,11%,5%,0.2%,19%,0.5%,0.0,48,7%,6%
O=C(CCCN1C(=O)CSc2ncccc21)N1CCN(Cc2ccccc2)CC1,i,40,-4.4%,5%,0.2%,12%,-0.5%,0.7,58,23%,0%
Cc1cccc(C)c1NC(=S)N(Cc1ccccc1)Cc1cccnc1,i,40,-4.1%,2%,0.1%,8%,-1.0%,3.7,40,24%,2%
COc1ccc(CNC(C)C2COc3ccccc3O2)c(OC)c1 (centres undefined),i,13,-0.2%,-1%,-0.2%,16%,-0.4%,-0.2,73,-6%,-5%
CC(=O)N(/N=C/c1ccc([N+](=O)[O-])o1)c1nc2ccccc2c(=O)n1-c1ccccc1,i,23,-3.2%,-12%,-0.3%,-9%,0.5%,0.6,52,12%,-18%
CC1=C(C(=O)Nc2ccccc2)C(c2ccncc2)n2nnnc2N1 (centres undefined),i,52,x,-1%,x,x,0.3%,-0.8,85,x,x

# Four entries from above, sorted by molecular weight, low to high.
SMILES,T cell HTS,T cell HTS vesicle-bound %,KOR beta-arrestin-1,Salmonella PhoP GFP,GPR55 activation,GPR55 antagonists,West Nile antiviral,NTR1 ag,NTR1 ag cell count 20 µM,KOR beta-arrestin-2,GPR35 antagonists
Cc1sc(NC(=O)CCCC(=O)O)c(C#N)c1C,i,45,-6.3%,-13%,-0.1%,7%,0.7%,1.1,76,11%,-1%
CC1=C(C(=O)Nc2ccccc2)C(c2ccncc2)n2nnnc2N1 (centres undefined),i,52,x,-1%,x,x,0.3%,-0.8,85,x,x
Cc1cccc(C)c1NC(=S)N(Cc1ccccc1)Cc1cccnc1,i,40,-4.1%,2%,0.1%,8%,-1.0%,3.7,40,24%,2%
O=C(NC(Cc1ccccc1)C(=O)O)/C(=C\c1ccc(F)cc1)NC(=O)c1ccccc1 (centres undefined),i,25,11%,5%,0.2%,19%,0.5%,0.0,48,7%,6%
